Source: PubChem BioAssay
Kir21 inh = blocks the mouse Kir2.1 inward-rectifier potassium channel. P35561. HEK293-Kir2.1, FluxOR thallium flux fluorescence; active compounds read low. B-score at 10 µM. 310,000 compounds, 0.85% hits. AID 1672;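 active = fluorescence ratio B-score at or below minus 3 SD of library scores, with starting-brightness B-score within 2 SD, cut at about -4.2 in these data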;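 also: channel flux triggered by added potassium and thallium sulfate stimulus; B-score of peak minus minimum fluorescence over baseline after thallium stimulus; more negative B-score means stronger Kir2.1 block with less thallium influx; some compounds called inactive have numbers as strong as hits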
KCNQ2 inh = KCNQ2 channel blockers in CHO-K1 cells – cell-based, FluxOR thallium flux, B-score, primary screen (AID 2156); O88943; 20 min; active compounds read low; B-score at 10 µM; 310,000 compounds, 1.1% hits;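 active = fluorescence ratio B-score at most minus 3 library SDs, with starting brightness B-score within 2 library SDs, cut at about -5.5 in these data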
Target sequence (O88943 whole entry, looked up): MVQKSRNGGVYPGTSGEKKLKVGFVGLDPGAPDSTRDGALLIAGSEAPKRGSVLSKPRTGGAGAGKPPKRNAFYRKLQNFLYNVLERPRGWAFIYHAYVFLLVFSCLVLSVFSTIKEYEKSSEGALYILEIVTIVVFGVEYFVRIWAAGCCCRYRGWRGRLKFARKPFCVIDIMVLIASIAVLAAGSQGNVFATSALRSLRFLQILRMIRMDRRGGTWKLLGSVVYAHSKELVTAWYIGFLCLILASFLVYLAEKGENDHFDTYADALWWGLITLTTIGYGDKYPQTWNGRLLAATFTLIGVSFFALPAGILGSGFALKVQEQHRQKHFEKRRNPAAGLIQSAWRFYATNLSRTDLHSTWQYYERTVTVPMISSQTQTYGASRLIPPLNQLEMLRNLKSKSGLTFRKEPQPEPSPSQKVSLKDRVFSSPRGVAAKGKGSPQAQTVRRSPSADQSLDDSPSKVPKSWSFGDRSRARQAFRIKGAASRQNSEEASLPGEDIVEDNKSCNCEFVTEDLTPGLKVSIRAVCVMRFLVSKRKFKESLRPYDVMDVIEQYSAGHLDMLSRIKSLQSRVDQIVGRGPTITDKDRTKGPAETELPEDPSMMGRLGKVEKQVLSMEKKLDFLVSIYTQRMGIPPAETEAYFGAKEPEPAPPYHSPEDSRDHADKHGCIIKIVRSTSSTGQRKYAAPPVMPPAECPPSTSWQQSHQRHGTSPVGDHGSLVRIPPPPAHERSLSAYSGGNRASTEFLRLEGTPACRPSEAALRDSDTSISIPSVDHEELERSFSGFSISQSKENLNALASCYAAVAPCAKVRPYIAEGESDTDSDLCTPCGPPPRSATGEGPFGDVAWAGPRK
Active calls of the source: *; i = inactive.

SMILES | Kir21 inh | KCNQ2 inh
Cc1[nH][nH]c(=O)c1/C=N/N1CCOCC1 | -1.32 | i
O=C(COC(=O)C1CCN(/C=C/C(=O)C(F)(F)F)CC1)Nc1ccccc1 | -0.45 | i
Cc1ccc(NC(=O)CC2CS(=O)(=O)CC2CC(=O)Nc2ccc(C)c(C)c2)cc1C (stereo not given) | -1.03 | i
NS(=O)(=O)c1ccc(NC(=O)COC(=O)CCC2CCCC2)cc1 | -0.02 | i
C/C(=N\NC(=O)CCc1ccccc1)C1C(=O)c2ccccc2C1=O | 1.43 | i
Cc1cc(C(=O)NCCc2ccccc2)c2cc(F)ccc2n1 | -0.75 | i
COc1cccc(-c2cc(C(=O)N3CCN(c4ncccn4)CC3)c3ccccc3n2)c1 | -1.38 | i
COc1cc(C(=O)NCCN2CCN(C(=O)c3cc(OC)c(OC)c(OC)c3)CC2)cc(OC)c1OC | -0.49 | i
COc1cccc(N2CCN(C3CCCC(C)C3)CC2)c1 (stereo not given) | 0.13 | i
COc1ccccc1C(=O)NCCNC(=O)c1ccc(C)nc1 | -0.17 | i
Cc1sc2ncnc(N[C@@H](CCC(=O)O)C(=O)O)c2c1C | -0.45 | i
CCOC(=O)CC(NC(=O)Cc1cccs1)c1ccccc1Cl (stereo not given) | -0.63 | i
COc1ccc(CCNC(=O)COc2cc(O)c3c(c2)OC(C)(C)CC3=O)cc1OC | 0.95 | i
CC(C)(C)c1ccc(Cn2nnc3c(=O)[nH]c(C4CCN(C(=O)Cc5cccs5)CC4)nc32)cc1 | 1.5 | i
NC(=O)CSc1nnnn1-c1ccc2c(c1)OCCO2 | 0.71 | i
CCOc1ccc(N2C(=O)CC(N3CCN(c4ccccc4OC)CC3)C2=O)cc1 (stereo not given) | -0.95 | i
C#CCOCCOCCOCCNc1nc(N2CCN(C(=O)[C@H](Cc3ccc(O)cc3)n3cc(C(N)CC(C)C)nn3)CC2)nc(N2CCN(C(=O)[C@H](CCC(=O)O)n3cc(C(N)[C@H](C)CC)nn3)CC2)n1 (stereo not given in full) | 0.51 | i
Cc1ccc(NNC(=O)c2cc(C)on2)c(C)c1 | -2.03 | i
COc1cccc(-c2nnc(-c3ccc(C(F)(F)F)cc3)o2)c1 | 1.85 | i
C=CCNc1ccc(N2C(=O)C3CCC(C)CC3C2=O)cc1[N+](=O)[O-] (stereo not given) | 0.34 | i
CCOC(=O)/C(C#N)=C(C)/C=C1\Sc2ccccc2N1CC | -0.68 | i
Cc1ccc(C)c(-c2nnc(NC(=O)Cc3ccc(F)cc3)o2)c1 | 0.93 | i
CCOc1ccccc1NC(=O)Nc1ccc2c(c1)CCC2 | 0.27 | i
CCN(Cc1ccncc1)C(=O)c1cc(COc2ccc(F)cc2F)on1 | -0.46 | i
COc1ccc(S(=O)(=O)N(C)c2ccc(C(=O)NCc3ccccn3)cc2)cc1OC | -0.47 | i
Cc1ccc(-n2ncc3c(=O)n(CC(=O)N4CCCc5ccccc54)cnc32)cc1C | 0.07 | i
CCn1c(=O)ccc2cc([N+](=O)[O-])ccc21 | -0.56 | i
CN(C)S(=O)(=O)c1ccc(C(=O)OCn2nnc3ccccc3c2=O)cc1 | 0.1 | i
COC(=O)c1ccc(C(=O)OC)c(NC(=S)N2CCN(c3ccc(F)cc3)CC2)c1 | -0.66 | i
O=C(NNS(=O)(=O)c1ccccc1)c1cnn(-c2ccc(Cl)cc2)c1C(F)(F)F | 0.24 | i

Part of the list above, with the structure last:
Kir21 inh	KCNQ2 inh	structure
-0.45	i	O=C(COC(=O)C1CCN(/C=C/C(=O)C(F)(F)F)CC1)Nc1ccccc1
-1.03	i	Cc1ccc(NC(=O)CC2CS(=O)(=O)CC2CC(=O)Nc2ccc(C)c(C)c2)cc1C (stereo not given)
-0.02	i	NS(=O)(=O)c1ccc(NC(=O)COC(=O)CCC2CCCC2)cc1
1.43	i	C/C(=N\NC(=O)CCc1ccccc1)C1C(=O)c2ccccc2C1=O
-0.75	i	Cc1cc(C(=O)NCCc2ccccc2)c2cc(F)ccc2n1

Compounds above containing an NH in an aromatic ring:
SMILES | Kir21 inh | KCNQ2 inh
Cc1[nH][nH]c(=O)c1/C=N/N1CCOCC1 | -1.32 | i
CC(C)(C)c1ccc(Cn2nnc3c(=O)[nH]c(C4CCN(C(=O)Cc5cccs5)CC4)nc32)cc1 | 1.5 | i

Carrying on.
SMILES | Kir21 inh | KCNQ2 inh
CC1(C)Cc2cccc(OCC(=O)Nc3ccc(S(N)(=O)=O)cc3)c2O1 | 2.32 | i
CC1=C(C)CC(C(=O)Nc2ccc3c(c2)OCO3)C(C(=O)O)C1 (stereo not given) | 0.64 | i
Fc1ccc(Nc2c3c(nc4ccccc24)CCC3)cc1 | -5.1* | i
COC(=O)C(=Nc1ccccc1)/C(C(=O)C(=O)N(C)c1ccccc1)=C(\O)c1ccccc1 | 1.19 | i
COc1ccc(NC(=O)C(CCSC)N2C(=O)c3ccccc3C2=O)cc1 (stereo not given) | 1.43 | i
COc1ccc(CCN(C)C2CCCN(S(=O)(=O)c3ccccc3)C2)cc1OC (stereo not given) | 0.01 | i
CCC1(c2ccc(F)cc2)NC(=O)N(CC(=O)N(CCC#N)c2ccccc2)C1=O (stereo not given) | -1.64 | i
CC1CCCCN1C(=O)CSc1nnc2c(n1)[nH]c1ccc(F)cc12 (stereo not given) | 1.83 | i
COc1ccc(Cc2noc(CN3CCCC(OCc4ccccn4)C3)n2)cc1OC (stereo not given) | 1.64 | i
Cn1c(SCC(=O)C(C)(C)C)nnc1-c1cccnc1 | 0.02 | i
COc1ccc(C(=O)NC2CC(C)(C)NC(C)(C)C2)cc1OC | 0.26 | i
CCCn1nnnc1SCC(=O)N1CCN(C(=O)c2ccco2)CC1 | -0.03 | i
CC(=O)Oc1ccc2c(=O)oc(-c3ccc([N+](=O)[O-])cc3)nc2c1 | -1.65 | i
CC(=O)C(Sc1ccc2nnc(-c3ccncc3)n2n1)C(C)=O | -2.2 | i
Fc1ccccc1NC(=S)N1CCN(Cc2ccccc2)CC1 | -1.14 | i
CC1=C(C(=O)Nc2cc(C(=O)N3CCN(c4cccc(C)c4C)CC3)ccc2C)SCCO1 | 0.12 | i
Cc1cc(C)c2c(N)c(C(=O)c3ccc(Br)cc3)oc2n1 | -2.03 | i
Cc1ccc2[nH]cc(CCNC(=O)c3ccco3)c2c1 | -0.4 | i
Cc1ccc(NC(=S)NNS(=O)(=O)c2ccc3ccccc3c2)cc1Cl | -1.32 | i
CCn1cc(CNC(=O)c2cc([N+](=O)[O-])c(C)c([N+](=O)[O-])c2)cn1 | 0.94 | i
Cn1c(N)c(C(=O)Nc2cccc(Cl)c2)c(=O)n(C)c1=O | 0.01 | i
O=C(NC(=S)Nc1nc(-c2ccc(Br)cc2)cs1)c1cccnc1 | 0.05 | i
O=C1C=C(Nc2ccccc2)c2ccccc2C1=O | 0.01 | i
CCOc1ccccc1Nc1nc(-c2cccnc2)cs1 | 0.83 | i
CC(C)c1csc(CN2CCC(N3CCC(C(=O)NCC4CCCO4)CC3)CC2)n1 (stereo not given) | -0.93 | i
CCn1cc(C(=O)NCCc2ccc(C)cc2)c(=O)c2cc(S(=O)(=O)N(C)C)ccc21 | -0.64 | i
CC(C)c1ccccc1OCCCCN1CCCCC1 | -5.05* | i
COC(=O)c1cc(OC)c(OC)cc1NC(=O)c1csc(C)c1 | 0.93 | i
CCOc1ccc(-c2noc(CCC(=O)NCCc3ccccc3)n2)cc1OC | 0.1 | i
Cc1occc1-c1nnc(SCC(=O)N2CCOCC2)n1Cc1ccco1 | -1.27 | i
COc1cc(SC)ccc1C(=O)Nc1ccc(C)cc1 | -0.68 | i
O=[N+]([O-])c1ccc(-c2ccc(/C=N/Nc3nc(NCc4ccccc4)nc(N4CCOCC4)n3)o2)cc1 | 0.75 | i
COc1ccc(-c2noc(-c3ccccc3C(=O)Nc3cccnc3)n2)cc1OC | 2.03 | i
O=C(Nc1sc2c(c1C(=O)O)CCC2)c1ccccc1F | 0.41 | i
Cc1ccc(S(=O)(=O)Nc2ccc(S(=O)(=O)N3CCCC3)cc2)cc1 | -0.34 | i
COCCOC(=O)C1=C(C)NC(SCC(=O)NC(C)(C)C)=C(C#N)C1c1ccco1 (stereo not given) | 0.55 | i
C/C(=N\NC(=O)c1ccco1)c1ccc(C(=O)O)s1 | 1.58 | i
NC(=O)c1ccc(SCC(=O)OCC(=O)NCc2ccco2)c([N+](=O)[O-])c1 | 1.71 | i
COc1ccc(C(=O)C2CCCN(C(=O)c3ccccc3C(C)=O)C2)cc1F (stereo not given) | -4.2 | i
O=C(COC(=O)c1ccco1)Nc1ccccc1[N+](=O)[O-] | -0.76 | i
COc1ccc2nc(SCC(C)=O)c(C#N)cc2c1 | 0.19 | i
Cc1ccccc1Cn1nnc(-c2ccc3c(c2)OCO3)n1 | 0.02 | i
CC(C)Sc1nc2c(c(=O)[nH]c(=O)n2C)n1CCc1ccccc1 | 1.13 | i
O=C(CP(=O)(c1ccccc1)c1ccccc1)N1CCCCC1 | 2.6 | i
COc1ccc2cc1Oc1ccc(cc1)C[C@H]1c3cc(c(OC)cc3CCN1C)Oc1c(OC)c(OC)cc3c1[C@H](C2)N(C)CC3 | 0.36 | i
Cc1ccc(Nc2c(-c3ccccn3)nc3ccc(C)cn23)cc1 | -1.67 | i
CCCc1nn(C)c(C(=O)Nc2ccccc2)c1Cl | 1.13 | i
COc1cccc(C(=O)NCC(=O)OCC(=O)Nc2ncc(Cl)cc2Cl)c1 | -3.65 | i
O=C(O)c1cccc(C(=O)O)c1Br | 0.83 | i
c1ccc2sc(SCSc3nc4ccccc4s3)nc2c1 | 2.04 | i
O=C(N/C=C\c1ccccc1)NCc1ccc(Cl)cc1 | -0.21 | -7.01*
O=C(Nc1nnc(S(=O)(=O)N2CCCCCC2)s1)c1ccccc1 | 0.65 | i
O=C(CSc1nnc(-c2ccccc2O)o1)Oc1ccc(Br)cc1 | 0.49 | i
CC(NS(=O)(=O)/C=C/c1ccccc1)C(=O)NCCc1ccc(S(N)(=O)=O)cc1 (stereo not given) | -0.66 | i
Cc1ccc2nc(-c3ccc(NC(=O)COCC(=O)O)cc3)sc2c1 | -0.53 | i
COCCN1Cc2cccc(C(=O)Nc3cc(OC)ccc3OC)c2C1=O | 0.57 | i
O=C(N/N=C/c1ccc(O)cc1)c1cccc(N/N=C/c2ccc(O)cc2)c1 | -0.04 | i
COc1cc(OC)c(C2C3=C(CCCC3=O)Nc3nc4ccccc4n32)cc1OC (stereo not given) | -0.19 | i
CC(C)N(Cc1ccccc1)C(=O)CC(=O)N(Cc1ccccc1)C(C)C | -0.92 | i
COc1ccc(NS(=O)(=O)c2cccc(C(=O)NC3CCN(Cc4ccccc4)CC3)c2)cc1 | -1.83 | i

In a second layout: entries from further up.
> COc1cc(OC)c(C2C3=C(CCCC3=O)Nc3nc4ccccc4n32)cc1OC (stereo not given)
- Kir21 inh: -0.19
- KCNQ2 inh: i
> O=C(O)c1cccc(C(=O)O)c1Br
- Kir21 inh: 0.83
- KCNQ2 inh: i

(continued)
SMILES | Kir21 inh | KCNQ2 inh
O=C(COC(=O)c1nc(Cl)ccc1Cl)NC(=O)c1ccccc1 | 1.85 | i
O=c1c2ccccc2nc(/C=C/c2ccc(O)cc2)n1CCc1ccccc1 | -2.5 | i
O=C(c1cn(-c2ccccc2)nc1-c1cc2ccccc2oc1=O)N1CCOCC1 | 0.01 | i
O=c1[nH]c(/C=C\c2ccc(O)cc2)nc(O)c1[N+](=O)[O-] | -1.01 | i
CCOc1ccc2nc(SCC(=O)c3ccc(Cl)s3)sc2c1 | -0.21 | i
CCN(c1cc(C)cc(C)c1)S(=O)(=O)c1nnc(NC(=O)c2ccco2)s1 | 2.36 | i
O=C(CSc1nc(-c2ccco2)cc(C(F)(F)F)n1)NCC1CCCO1 (stereo not given) | -0.56 | i
O=C(CN1CC(c2ccccc2)CC1=O)N/N=C/c1cc(Br)ccc1O (stereo not given) | -0.2 | i
Cc1c(N=C2N=C(NC(=O)c3ccc(F)cc3)c3ccccc32)c(=O)n(-c2ccccc2)n1C | -0.51 | i
COc1ccc(-c2cc3ccc(OCC(C)=O)cc3oc2=O)cc1 | 0.92 | i
O=C(COC(=O)CNC(=O)c1ccc(Cl)c([N+](=O)[O-])c1)NC(=O)c1ccccc1 | 0.09 | i
C=CCOc1c(OC)cc(/C=N/Nc2cccc(C(=O)O)c2)c(Br)c1Br | 0.99 | i
Cc1cccc(C)c1NC(=O)CCS(=O)(=O)c1cccc2nsnc12 | 1.12 | i
Cc1ccc(C(=O)Nc2ccc(N3CCN(S(C)(=O)=O)CC3)cc2)cc1 | 1.3 | i
Cc1ccc(C(=O)NCC(=O)NCC(=O)OCC(=O)c2ccc([N+](=O)[O-])cc2)cc1 | 2.54 | i
C/C(=N\Nc1nc(C(=O)O)cs1)c1ccccc1 | -0.39 | i
NC(=O)c1ccc(Nc2ccc([N+](=O)[O-])cc2[N+](=O)[O-])cc1 | 2.22 | i
CCCCCCN1Cc2ccccc2C1 | 0.13 | i
O=C(COC(=O)c1ccc(N2CCCC2=O)cc1)c1ccccc1 | 0.27 | i
CCOc1ccccc1C(=O)N1CCC(n2nnc3cc(C(F)(F)F)ccc32)CC1 | 0.81 | i
COc1ccc(CCN2CC(C(=O)Nc3ccc(S(C)(=O)=O)cc3)CC2=O)cc1OC (stereo not given) | 0.67 | i
O=C(Cn1ncc2c(=O)oc3ccccc3c21)N1CCc2ccccc2C1 | 2.78 | i
Cc1cc(/C=C2/NC(=O)NC2=O)c(C)n1-c1ccncc1 | 1.5 | i
O=C(COC(=O)c1ccccc1O)Nc1cccc(S(=O)(=O)NC2=NCCCCC2)c1 | -1.66 | i
